SV40 large T antigen = SV40 large T antigen inhibitors, biochemical (AID 1903); inhibition, % at 20 µM; hits with a dose series show IC50 in µM; SV40 large T antigen ATPase/helicase inhibition assay; higher % means a stronger effect; 310,000 compounds, 0.39% hits; in the data active means a potency from the dose series; inconclusive means inhibition mostly from about 32% at the one dose, without a potency; inactive means the rest, 99 in 100 with inhibition below about 32%; further: strong numbers were not always called active
GPR35 arrestin U2OS = GPR35 antagonists blocking zaprinast-driven arrestin recruitment, primary screen, imaging, U2OS, beta-arrestin-GFP, zaprinast agonist (AID 2058); U2OS GPR35 beta-arrestin-GFP translocation imaging, zaprinast antagonism; higher % means a stronger effect; inhibition, % at 10 µM; hits with a dose series show IC50 in µM; 290,000 compounds, 0.052% hits;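 active means inhibition of at least 50% with at least 30 cells and total cytoplasm GFP at most 10,000,000; inconclusive means under 30 cells or total GFP of 10,000,000 plus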
GPR55 antagonists = inhibition of LPI-stimulated GPR55 beta-arrestin translocation – imaging, U2OS, beta-arrestin-GFP, LPI agonist, primary screen (AID 2013); U2OS GPR55 beta-arrestin-GFP translocation imaging, LPI antagonism; higher % means a stronger effect; inhibition, % at 10 µM; hits with a dose series show IC50 in µM; 290,000 compounds, 0.13% hits;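 active means spots per cell inhibited over 60%, with over 100 cells counted and total cytoplasm intensity under 500,000; inconclusive means wells with under 100 cells, flagged as likely toxic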;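 further: U2OS cells stably carrying GPR55 and arrestin-GFP stimulated by 5 µM LPI near EC80; imaged beta-arrestin-GFP aggregate spots per cell after agonist stimulation; plate controls were LPI-stimulated DMSO wells for no effect and DMSO wells without LPI for full effect; some results filed as inactive read as strong as hits; confirmed hits need IC50 under 10 µM and bright autofluorescent wells are also inconclusive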
Salmonella PhoP GFP = inhibitors of PhoP regulon expression, primary screen, Salmonella Typhimurium, GFP reporter (AID 1863) | 300,000 compounds, 0.16% hits | S. Typhimurium PhoP-regulated promoter GFP reporter, 4 h; higher % means a stronger effect | inhibition, % at 50 µM; hits with a dose series show IC50 in µM;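 active means inhibition over 29.93%, a cutoff 3 SD above the screen mean, later confirmed by dose response; inconclusive means inhibition over 29.93% but no dose response follow-up; inactive means inhibition at most 29.93% or unconfirmed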;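 further: 0% = low Mg2+ inducing control and 100% = high Mg2+ repressing control; strong numbers were not always called active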
K1F lysis inhibition = protection from phage-mediated lysis, alamar blue read-out – E. coli UTI89, K1F phage, bacterial capsule biogenesis inhibitors (AID 488966); E. coli UTI89 K1F phage lysis, alamar blue, 2 h; higher % means a stronger effect; inhibition, % at 100 µM, or IC50 in µM where a hit was titrated; 340,000 compounds, 0.02% hits;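 active means phage lysis inhibition, versus mean bacterial control, above a set limit; inconclusive means no clear call, values can overlap the other calls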;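 further: capsule biogenesis inhibitors block K1F phage lysis so surviving cells raise fluorescence; higher fluorescence means more inhibition of phage lysis; actives were called in the ten point dose series up to 300 µM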
Rac1 GTP hydrolysis = MgcRacGAP GTPase-activating activity inhibitors, confirmation, biochemical, ADP Hunter fluorescence; AID 624330; inhibition, % at 30 µM; hits with a dose series show IC50 in µM; MgcRacGAP-stimulated Rac1 GTP hydrolysis, ADP Hunter fluorescence; higher % means a stronger effect; GST-tagged Rac1 F28L mutant substrate; 340,000 compounds, 0.6% hits;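 active means first-screen hits whose inhibition reached a set limit at any dose in the follow-up dose series; inconclusive means inhibition above the set first-screen limit but never retested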;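 further: fluorescence reports GDP produced by GAP-driven GTP hydrolysis; strong numbers were not always called active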
RSV antiviral HEp-2 = RSV antiviral activity via CPE protection, HEp-2 cells, primary 10 µM value included (AID 2391); one-dose CPE inhibition, % at 10 µM; IC50 in µM for titrated hits; 310,000 compounds, 0.13% hits; HEp-2 cells, RSV-induced CPE inhibition; higher % means a stronger effect; in the data active means a potency from the dose series; inconclusive means CPE inhibition mostly from about 23% at the one dose, without a potency; inactive means the rest, 99 in 100 with CPE inhibition below about 21%; further: strong numbers were not always called active
HIV peptide binding = inhibitors of HIV fusion peptide binding, primary screen, biochemical, uHTS, fluorescence dequenching (AID 1986) | cell-free peptide binding, fluorescence dequenching, 30 min; higher % means a stronger effect | inhibition, % at 20 µM, or IC50 in µM where a hit was titrated | 290,000 compounds, 0.3% hits; in the data active means inhibition mostly above about 52%, no sharp cut-off; inactive means mostly below about 76%; further: some results filed as inactive read as strong as hits
Dengue-2 NS5 capping = Dengue-2 NS5 methyltransferase inhibitors, primary screen, biochemical, confirmation dose response (AID 588689); Dengue-2 NS5 methyltransferase capping enzyme assay, biochemical; higher % means a stronger effect; one-dose inhibition, % at 25 µM; IC50 in µM for titrated hits; 340,000 compounds, 0.3% hits; in the data active means a potency from the dose series; inconclusive means inhibition above about 29% without an active follow-up result
Dengue-2 NS5 capping pilot replicate = second read-out of Dengue-2 NS5 capping, no call of its own (marks repeat the call); inhibition, %; measured here: pilot screen replicate inhibition
* = called active by the depositor; ? = inconclusive; / = not tested or not shown; [ ] = dose if it differs, or a comment.

SMILES | SV40 large T antigen | GPR35 arrestin U2OS | GPR55 antagonists | Salmonella PhoP GFP | K1F lysis inhibition | Rac1 GTP hydrolysis | RSV antiviral HEp-2 | HIV peptide binding | Dengue-2 NS5 capping | others
O=C(Cn1c(=S)[nH]c2ccccc2c1=O)N1CCc2ccccc2C1 | 11% | -6% | -3% | 0% | -0.1% | -2% | 1.3% | 1.3% | 2%
Cc1cc(C)cc(OCc2nnc(N)s2)c1 | 5% | 2% | 10% | -3% | 0.1% | -6% | 1.7% | -2.0% | -11%
COc1cccc(N2CCN(C(=O)Nc3ccc4c(c3)NC(=O)CO4)CC2)c1 | 32% | -1% | 2% | -6% | 0.4% | 2% | 13% | -0.4% | -1% | Dengue-2 NS5 capping pilot replicate=0.3
Cc1cccc(CC(=O)Nc2sc(C(C)C)cc2C(=O)N2CCOCC2)c1 | 17% | 2% | 17% | -3% | -1.4%[50 µM] | -1% | 1.1% | 0.3% | -7%
CC(=O)N(CCCc1ccc(C(C)(C)C)cc1)CCCN(C)C | 17% | -23% | -4% | 2% | 6.8% | 3% | -2.3% | -3.0% | 1%
COc1ccc(NC(=O)COC(=O)C2CC(=O)N(CCc3ccc(OC)c(OC)c3)C2)cc1Cl (centres undefined) | / | / | / | / | 0.2%[50 µM] | 2% | 1.5% | / | -4%
COc1ccc(N(C(=O)c2ccc(C)cc2)S(=O)(=O)c2cccs2)cc1 | 7% | -4% | 12% | -10% | -1.2% | 2% | 3.5% | 1.2% | 3%
CC(C)(C)N(Cc1ccccc1)C(=O)COC(=O)C1CCN(c2ccc(C(F)(F)F)cn2)CC1 | / | / | / | / | 0.2%[50 µM] | 5% | 3.2% | / | -6%
CN1C(=O)NC(c2ccccc2)C2=C1CN(c1ccc3ccccc3c1)C2=O (centres undefined) | 4% | 9% | 27% | -2% | 0.5% | 6% | 1.3% | 0.4% | -1%
CCc1nonc1NC(=O)c1oc2cc(C)c(C)cc2c1C | 13% | 10% | 8% | -4% | 1.2% | 7% | 0.6% | -1.2% | -2%
CCOC(=O)Nc1ccc2c(c1)N(CCCN(C)C)c1ccccc1CC2 | 12% | 2% | 16% | 2% | -1.3% | 0% | -1.4% | -3.5% | -8%
COc1cc(NC(=O)COc2ccc(C)c(C)c2)ccc1NC(=O)c1ccco1 | 0% | 14% | -6% | 0% | -0.1% | 9% | 1.3% | 2.3% | -5%
CCn1c(=O)c(C(=O)NNC(=O)c2ccccc2Cl)c(O)c2ccccc21 | -4% | 5% | -4% | 4% | -0.5% | 5% | 1.2% | 8.3% | -2%
O=C(NCCCO)c1ccc2[nH]c3ccccc3c2c1 | 2% | -9% | 12% | -2% | 0.1% | 15% | 3.2% | -1.3% | 2%
CC1CCC(C(C)C)C(OC(=O)COC(=O)c2ccc(=O)[nH]c2)C1 (centres undefined) | 1% | -1% | 14% | -3% | -1.0% | 9% | 8.6% | 12% | -2%
CC(=O)N[C@@H](Cc1ccc(OC(F)(F)F)cc1)C(=O)O | 8% | -10% | 15% | -6% | 0.6% | 9% | 2.5% | -0.3% | -6%
COCc1cc(=O)[nH]c(/N=C(\N)Nc2cccc(C)c2)n1 | 0% | 6% | -15% | -6% | 0.3% | 1% | 3.6% | -0.2% | -3%
COc1ccc(-c2ccc(C#N)c(SCC(=O)NCc3ccco3)n2)cc1OC | 12% | 50% | -2% | -12% | 0.5% | 17% | 1.9% | 2.0% | 2%
CC(C)N1C/C(=C/c2ccsc2)C(=O)/C(=C/c2ccsc2)C1 | 0% | 15% | 12% | 16% | 1.0% | 1% | -0.4% | 1.8% | -6%
O=C(CNS(=O)(=O)c1ccc(Br)s1)Nc1ccc2c(c1)OCCO2 | 22% | 6% | -1% | 7% | 3.6% | 6% | 1.5% | -2.1% | -8%
COC(=O)C1CCN(C(=O)[C@H](C)NC(=O)C2CC(=O)N(c3ccc(F)cc3)C2)CC1 (some centres undefined) | 20% | -20% | 16% | 1% | 0.2% | 11% | 0.1% | 1.5% | -4%
Cc1ccc(C(=O)c2c(NC(=O)CSc3nnc(N)s3)sc3c2CCCC3)cc1 | 3% | -4% | 12% | 12% | -1.4%[50 µM] | -2% | 19% | 0.2% | -5%
CCOC(=O)c1[nH]c2ccc(C)cc2c1NC(=O)CN1CCCCC1 | 0% | -10% | 3% | 8% | 0.3% | 6% | 2.2% | -2.4% | -10%
Cc1cccc2c(=O)cc(C)n(Cc3ccccc3)c12 | 5% | 21% | 13% | 6% | 3.0%[50 µM] | -5% | 9.5% | 1.7% | -10%
CCOC(=O)COc1cccc2c(=O)n(CC(=O)N3CCCc4ccccc43)ccc12 | 5% | 11% | 4% | 0% | 4.2% | 8% | 1.3% | 1.8% | -3%
CCc1ccccc1N=C1SCC(=O)N1C | 2% | 15% | 2% | 1% | 0.4% | 6% | 2.0% | -0.5% | -6%
O=C(NCc1cccc(C(F)(F)F)c1)c1cc(Cl)ccc1Cl | 8% | 7% | -1% | -6% | 0.1% | -4% | 4.5% | 1.8% | -10%
CCc1cccc(CC)c1NC(=O)c1cc(CN2C(=O)c3ccccc3C2=O)ccc1OC | 1% | 1% | 16% | 17% | 1.0%[50 µM] | 4% | 4.0% | -2.8% | -2%
CCC1=NN2C(=N)/C(=C/c3cc(C)n(-c4ccccc4)c3C)C(=O)N=C2S1 | 2% | -7% | -5% | -2% | 0.3% | 10% | 0.9% | 2.7% | -4%
COc1ccc(/C=C/C(=O)OCC(=O)c2ccc3c(c2)NC(=O)CO3)cc1 | 13% | -9% | 4% | -9% | 0.2% | 2% | 2.5% | 0.0% | -7%
CCC(C)[C@H](Nc1nc(-c2ccccc2)nc2c1oc1ccccc12)C(=O)O (some centres undefined) | 9% | -12% | 6% | 0% | 1.0% | 11% | -0.8% | 25% | 21%
CCn1c(CNC(=O)c2cccs2)nnc1SCC(=O)NCCc1ccccc1 | -1% | -7% | 4% | -3% | 1.8% | -3% | / | -0.7% | -3%
CC1(C)C(C=C(Cl)Cl)C1C(=O)N/N=C/c1ccccc1F (centres undefined) | -5% | -6% | 6% | -3% | 3.3% | -6% | 18% | 1.0% | 2%
Cc1ccc(CNC(=O)CCCCCNC(=O)N2CCn3c2nc2ccccc23)cc1 | 5% | 4% | 5% | 4% | 0.1% | -7% | 0.8% | -1.7% | -16%
CN1CCN(C(=O)/C(=C/c2ccccc2)c2ccccc2)CC1 | 9% | -3% | -9% | 13% | 11% | 7% | 0.5% | 0.2% | -6%
COc1cc(NC(=O)COC(=O)[C@@H]2CCCN2S(=O)(=O)c2ccc(Cl)cc2)cc(OC)c1OC | -1% | 29% | 9% | -11% | 0.0% | 6% | 0.3% | -1.2% | -6%
O=C(Nc1ccc(Br)cc1)c1cccc(OC(=S)N2CCOCC2)c1 | 13% | -8% | -4% | 1% | 0.0% | 7% | 12% | 0.3% | -2%
O=C(O)CCN1C(=O)/C(=C\c2cccc(Oc3ccccc3)c2)SC1=S | 30% | 8% | 7% | 11% | 0.1% | 20% | 11% | 27µM* | 37µM*
CCCCC1=CC2=CC(=O)C(C)(OC(=O)CC)C(=O)C2=CN1CCc1ccc(Br)cc1 (centres undefined) | 31% | 0% | -2% | -4% | 0.9% | 12% | 0.6% | 6.8% | 18%
Cc1nn(C)c(C)c1CCC(=O)N1CCCC(Nc2ccc(C(C)C)cc2)C1 (centres undefined) | 8% | -6% | 10% | -3% | 0.1% | 5% | -2.3% | -1.2% | -8%
O=C(CCCn1c(=O)c2sccc2n(CC(=O)NCC2CCCO2)c1=O)NCc1ccco1 (centres undefined) | 9% | -4% | 15% | -11% | 0.3% | 6% | -0.5% | 3.9% | 10%
CCC(=O)Nc1ccc2c(c1)ncn2-c1ccccc1OC | ? | 21% | 0% | -5% | 0.2% | 1% | 2.6% | 0.8% | /
Cc1cc(N2CCCCCC2)nc(-c2ccccc2O)n1 | 11% | 6% | -4% | 7% | 0.3% | 3% | 5.1% | -2.1% | -3%
CCOC(=O)C(CSCC(=O)c1ccc(Cl)cc1Cl)NC(=O)OC(C)(C)C (centres undefined) | 6% | 24% | -16% | -11% | -1.6%[50 µM] | 10% | 2.7% | -1.2% | -11%
CC(C(=O)N1CCc2ccccc21)N1CCN(S(=O)(=O)c2cccc(C(F)(F)F)c2)CC1 (centres undefined) | / | / | / | / | 0.5%[50 µM] | 3% | 8.5% | / | -2%
O=C(Nc1ccc(O)cc1)c1cccc(Oc2ccc([N+](=O)[O-])cc2)c1 | 28% | 9% | 12% | 6% | -3.5% | 42µM* | 0.9% | -2.1% | -3%
CC(=O)Nc1cccc(-n2c(=O)n(Cc3ccccc3)c(=O)c3[nH]cnc32)c1 | 24% | 0% | -10% | -3% | 0.1% | -2% | 1.4% | -0.6% | -9%
O=C(c1cc(Cl)cc(Cl)c1)N1CCN(c2cc(C(F)(F)F)nc3ccccc23)CC1 | 2% | -9% | 16% | -4% | / | / | 1.7% | 0.8% | /
CCOC(=O)CNC(=O)CN1C(=O)CCSc2ccccc21 | 2% | 2% | 8% | -5% | 7.1% | 8% | 0.8% | 1.5% | -7%
O=C(Cn1nnc(-c2ccccc2)n1)Nc1ccccc1N1CCOCC1 | -3% | 12% | 4% | 10% | 1.4% | 6% | 15% | -0.7% | 2%
CN(C)c1cc(C(F)(F)F)nc(-c2ccccn2)n1 | 3% | -9% | 4% | 0% | 0.9% | 3% | 2.8% | 0.7% | -6%
Cc1cc(C)c(C#N)c(SCCS(=O)(=O)c2ccc(C(C)(C)C)cc2)n1 | 6% | -8% | 5% | -4% | 0.9% | 6% | 4.9% | -2.0% | 1%

Screens: PubChem, several laboratories
